Source: PubChem BioAssay (Johns Hopkins Ion Channel Center)
CHT block: inhibitors of human choline transporter CHT. AID 488975, 2010. High affinity choline transporter 1 (Homo sapiens), Q9GZV3. CHT-expressing cells, membrane potential dye, choline response; stronger effect = lower value. B-score at 10 µM. actives 0.86% (n = 310,000);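 active = B-score over 3 SD under the library average, and starting fluorescence ratio not unusually high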;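 also: choline stimulus applied at its EC90 after an EC20 pre-addition; B-score computed on integrated fluorescence ratio after choline addition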
Target sequence (Q9GZV3 whole entry, looked up): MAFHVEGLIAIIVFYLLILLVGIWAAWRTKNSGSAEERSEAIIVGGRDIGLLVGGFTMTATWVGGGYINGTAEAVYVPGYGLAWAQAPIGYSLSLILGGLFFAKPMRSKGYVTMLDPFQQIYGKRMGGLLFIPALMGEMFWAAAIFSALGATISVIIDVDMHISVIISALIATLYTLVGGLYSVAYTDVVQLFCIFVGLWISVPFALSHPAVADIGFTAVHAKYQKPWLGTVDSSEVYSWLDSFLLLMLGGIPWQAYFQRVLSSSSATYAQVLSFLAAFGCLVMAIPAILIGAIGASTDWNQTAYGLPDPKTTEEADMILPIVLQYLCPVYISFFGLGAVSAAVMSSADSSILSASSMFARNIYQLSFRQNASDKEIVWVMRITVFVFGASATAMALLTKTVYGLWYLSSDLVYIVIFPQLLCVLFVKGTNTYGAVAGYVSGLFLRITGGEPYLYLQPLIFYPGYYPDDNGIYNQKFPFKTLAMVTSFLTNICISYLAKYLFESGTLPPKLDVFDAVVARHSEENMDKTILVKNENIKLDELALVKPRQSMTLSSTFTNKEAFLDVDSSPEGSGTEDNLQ
Kir21 inh: inhibitors of mouse Kir2.1 inward-rectifier potassium channel | HEK293-Kir2.1, FluxOR thallium flux fluorescence; stronger effect = lower value | actives 0.85% (n = 310,000) | Inward rectifier potassium channel 2 (Mus musculus), P35561 | B-score at 10 µM;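 active = fluorescence ratio B-score at or below minus 3 SD of library scores, with starting-brightness B-score within 2 SD, cut at about -4.2 in these data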;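 also: channel flux triggered by added potassium and thallium sulfate stimulus; B-score of peak minus minimum fluorescence over baseline after thallium stimulus; more negative B-score means stronger Kir2.1 block with less thallium influx; some compounds called inactive have numbers as strong as hits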
Target sequence (P35561 whole entry, looked up): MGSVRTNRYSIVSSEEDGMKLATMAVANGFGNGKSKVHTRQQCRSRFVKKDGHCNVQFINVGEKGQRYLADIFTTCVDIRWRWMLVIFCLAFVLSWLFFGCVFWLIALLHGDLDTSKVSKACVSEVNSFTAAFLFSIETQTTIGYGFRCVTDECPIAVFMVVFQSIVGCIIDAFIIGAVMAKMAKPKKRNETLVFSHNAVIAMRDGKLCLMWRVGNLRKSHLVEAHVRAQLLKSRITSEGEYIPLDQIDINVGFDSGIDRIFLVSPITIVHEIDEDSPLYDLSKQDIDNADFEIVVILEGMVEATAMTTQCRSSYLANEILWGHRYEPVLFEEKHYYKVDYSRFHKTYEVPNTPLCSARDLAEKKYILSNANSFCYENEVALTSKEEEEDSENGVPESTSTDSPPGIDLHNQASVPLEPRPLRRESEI
KCNQ2 block: KCNQ2 potassium channel inhibitors, primary screen, cell-based, CHO-K1, FluxOR thallium flux, B-score (AID 2156); B-score at 10 µM; 20 min; stronger effect = lower value; actives 1.1% (n = 310,000);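 active = fluorescence ratio B-score at most minus 3 library SDs, with starting brightness B-score within 2 library SDs, cut at about -5.5 in these data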
Starred values were filed as active, the others as inactive; i = inactive; . = not tested or not shown.

Structure,CHT block,Kir21 inh,KCNQ2 block
CN(C)c1ccc(/C=C2/NC(=O)NC2=O)cc1,i,1.1,i
O=C(COc1cc2oc(=O)c3c(c2cc1Cl)CCC3)NCCCN1CCOCC1,i,-0.01,i
O=C(Cc1cccs1)Nc1cccc(C(=O)Nc2ccc(C(=O)O)cc2)c1,i,1.2,i
Cc1ccc2nc(Cc3ccc(N)cc3)oc2c1,i,3.4e-17,i
CC(=O)Nc1ccc(NC(=O)CSc2nnc3ccc(-c4ccc(F)cc4)nn23)cc1,i,0.58,i
Cc1cccc(NC(=S)NC(=O)c2ccco2)c1C,i,0.18,i
COc1ccc(CCNC(=O)c2cccc3c2C(=O)N(C2CCCCC2)C3)cc1OC,i,-0.25,i
Cc1ccc(C)c(C(=O)CSc2nnnn2-c2cccnc2)c1,i,-2.4,i
CCOc1ccc(-c2cc(NC(=O)Cn3ncc4c3-c3ccccc3OC4)on2)cc1OCC,i,-1.4,i
COC(=O)c1ccc(C2NC(C(=O)O)CS2)cc1 (stereo not given),i,2,i
CCN(CC)S(=O)(=O)c1cccc(-c2n[nH]c(=S)n2CC(C)C)c1,i,-0.35,i
O=C(Nc1cc([N+](=O)[O-])ccc1O)c1cccc([N+](=O)[O-])c1,-5.4*,0.58,i
Cc1c(NC(=O)c2ccc3nsnc3c2)cccc1[N+](=O)[O-],i,0.26,i
CN1CCN(C(=O)CN(C2CCCCC2)S(=O)(=O)c2ccc(Br)cc2)CC1,i,-1.4,i
CN(C)c1ccc(C(=O)c2ccccc2C(=O)O)cc1[N+](=O)[O-],i,-0.06,i

Quoted at random: 2 entries already listed, in no set order.
Structure,CHT block,Kir21 inh,KCNQ2 block
CC(=O)Nc1ccc(NC(=O)CSc2nnc3ccc(-c4ccc(F)cc4)nn23)cc1,i,0.58,i
COc1ccc(CCNC(=O)c2cccc3c2C(=O)N(C2CCCCC2)C3)cc1OC,i,-0.25,i

Next results.
Structure,CHT block,Kir21 inh,KCNQ2 block
Cc1cc(SCC(=O)N2CCCC2)nc2ccccc12,i,-0.31,i
CCC(C)NC(=O)C1(NC(=O)Nc2ccccc2)CCCCC1 (stereo not given),i,-0.84,i
Cc1ccc(S(=O)(=O)N(C)CC(=O)N2CCCC2)cc1,i,-0.67,i
CCn1c(SCC(=O)Nc2cc(S(=O)(=O)N3CCOCC3)ccc2OC)nnc1-c1ccncc1,i,0.67,i
COC(=O)Cc1c(O)ccn(Cc2ccc(OC)c(OC)c2)c1=O,i,0.76,i
COc1cc2c(cc1OC)C(c1ccc(OC)c(OC)c1OC)CC(=O)N2 (stereo not given),i,0.37,i
O=C(COC(=O)c1ccco1)c1ccc(Cl)cc1,i,0.6,i
CCOCCCn1c(=NC(C)=O)c(C#N)cc2c(=O)n3ccccc3nc21,i,-1.6,i
Cc1cc(=O)[nH]c(SCC(=O)c2ccc3c(c2)NC(=O)CO3)n1,i,-0.79,i
CC1CCCN(S(=O)(=O)c2ccc(NC(=O)C3CC(=O)N(C(C)(C)C)C3)cc2)C1 (stereo not given),i,1.1,i
Cn1ccc(C(=O)N/N=C/c2c[nH]c3ccccc23)n1,i,-0.07,i
CCC(C)N(C(=O)Cn1c(Cl)nc2c1c(=O)n(C)c(=O)n2C)C1CCS(=O)(=O)C1 (stereo not given),i,1,i
COc1cc(C(=O)NCC(c2cccs2)N(C)C)cc(Cl)c1OC(C)C (stereo not given),i,-0.33,i
O=C(O)c1c(Cl)c(Cl)c(Cl)c(Cl)c1C(=O)N1CCCC1,i,-0.21,i
COc1cc(OC)cc(C(=O)Nc2ccc(CN3CCCCC3)cc2)c1,i,-0.27,i

Later entries:
Structure,CHT block,Kir21 inh,KCNQ2 block
COc1ccc(NS(=O)(=O)c2cc(C(=O)OC(C)C(=O)N3CCOCC3)ccc2Cl)cc1 (stereo not given),i,0.55,i
O=C(c1ccccc1)C(O)(Cc1ccccc1)c1ccccc1 (stereo not given),i,-0.45,i
COc1ccc(C2=NOC(C(=O)NCc3ccc(F)cc3)C2)cc1 (stereo not given),i,0.71,i
COc1cc(C(=O)N2CCC(NC(=O)C(Cc3ccc(C(C)C)cc3)NC(C)=O)CC2)cc(OC)c1OC (stereo not given),i,0.41,i
Cc1cc(C)c2cc(CN(Cc3cccnc3)C(=O)c3ccc(F)cc3)c(Cl)nc2c1,i,0.05,i
Cc1nn(CC(=O)Nc2ccc(N(C)C)cc2)c(C)c1[N+](=O)[O-],i,0.1,i
N#CC(c1ccc(Cl)cc1)c1cccc(Cl)n1 (stereo not given),i,-0.7,i
CC(=O)NC12CC3CC(C1)CC(C(=O)OCC(=O)Nc1ncc(Cl)cc1Cl)(C3)C2,i,-1.1,i
CC(=O)c1cccc(NS(=O)(=O)c2ccc(C(=O)Nc3ccccc3)cc2)c1,i,-0.31,i
COc1ccc(S(=O)(=O)NCc2ccco2)cc1C(=O)N1CCCCC1,i,0.58,i
COc1ccccc1CNC(=O)C1CCC(=O)N(CCCN2CCCC2=O)C1 (stereo not given),i,0.93,i
CSc1cccc(NC(C)C(=O)NCc2ccccc2)c1 (stereo not given),i,0.06,i
Cn1ccnc1SCC(=O)Nc1cc(F)ccc1F,i,-0.8,i
Cc1cccc(NC(=O)CN2C(=O)COc3ccc(Cl)cc32)c1,i,-0.06,i
O=C(c1ccccc1)N1N=C(c2ccccc2)CC1c1cccs1 (stereo not given),i,0.27,i

Additional records follow.
Structure,CHT block,Kir21 inh,KCNQ2 block
CC(=O)N1CC(C)Sc2ccc(S(=O)(=O)NC3CCCCC3C)cc21 (stereo not given),i,-0.03,i
O=C(CSc1cccc2cccnc12)N1CCCC1,i,1.2,i
C/C(CCc1ccccc1)=N\NC(=O)c1ccc(CN2CCOCC2)cc1,i,0.23,i
Cc1cc(C)cc(N(CC(=O)NCc2ccco2)C(=O)c2snc(C(N)=O)c2N)c1,i,0.1,i
COc1c(Cl)cc(-c2noc(C)c2C(=O)NCCc2ccc(C)cc2)cc1Cl,i,0.01,i
CCOc1ccc2c(c1)c1nnc(SCC3CCCO3)nc1n2C (stereo not given),i,-0.54,i
Cc1ccccc1NS(=O)(=O)c1cc2c(cc1C)NC(=O)CO2,i,-2.3,i
COc1ccc(/C(O)=C2/C(=O)C(=O)N(c3ccccn3)C2c2ccc(OC)cc2)cc1 (stereo not given),.,0.49,i
COCCNC(=S)N(CCO)Cc1cc2cc3c(cc2[nH]c1=O)OCO3,i,0.96,i
Cn1cccc1Cc1nnc(SCC(=O)NCc2ccccc2Cl)n1-c1ccc(F)cc1,i,-0.77,-7.2*
CCc1ccc(NC(=O)CCC(=O)c2ccccc2)cc1,i,-11,i
COc1ccc(NC(=O)c2ccc3snnc3c2)cc1,i,0.68,i
Cc1ccc(Cn2c(S(=O)(=O)O)nc3ccccc32)cc1,i,0.48,i
O=C(N/N=C/c1cccnc1)c1ccco1,i,-0.43,i
CCOC(=O)C1CCN(S(=O)(=O)c2c(C)n(C)c(=O)n(C)c2=O)CC1,i,0.02,i

Next compounds.
Structure,CHT block,Kir21 inh,KCNQ2 block
CCOC(=O)c1c(C)[nH]c(N=Nc2cccc(OC)c2)c1C,i,-0.7,i
Cc1ccc(N2CC(C(=O)Nc3ccc(S(=O)(=O)Nc4ncccn4)cc3)CC2=O)cc1C (stereo not given),i,3.1,i
CN(C)CCN(Cc1ccc(Cl)cc1)c1ccccn1,i,-1.2,i
Cc1c(N(C(=O)c2ccccn2)C2(C(=O)NC3CCCC3)CCCCC2)c(=O)n(-c2ccccc2)n1C,i,-0.08,i
CC(OC(=O)CC1CC2CCC1C2)C(=O)Nc1cccc(S(=O)(=O)N2CCOCC2)c1 (stereo not given),i,-0.11,i
O=C(Nc1sc2c(c1C(=O)NCC(O)CO)CCCC2)c1ccccc1 (stereo not given),i,0.29,i
O=C1c2ccccc2C(=O)N1CC(O)CNc1ccc(Br)cc1 (stereo not given),i,0.5,i
CCC(C)(C)NC(=O)C1CCCN(S(=O)(=O)c2ccc3c(c2)CC(C)N3C(=O)C2CC2)C1 (stereo not given),i,-0.17,i
CC(C)(C)C1CCc2c(C(=O)NNC(=O)CCCC(=O)O)csc2C1 (stereo not given),i,1.1,i
COc1ccc(/C=N/NC(=O)c2cc(-c3ccccc3)nc3ccccc23)c(C(=O)O)c1OC,i,-1.3,i
COc1ccc(CC(=O)NC(=S)Nc2cccc(CO)c2)cc1,i,0.04,i
O=C(CCc1nc(-c2ccccc2F)no1)NCCN1CCc2ccccc2C1,i,-3.1,i
NC(=O)CC[C@@H]1NC(=O)[C@H](CO)NC(=O)c2cc([N+](=O)[O-])cc(I)c2NCCCC[C@@H](C(N)=O)NC(=O)[C@H](Cc2ccc(O)cc2)NC1=O,i,0.29,i
Cc1ccc(S(=O)(=O)N2CCOCC2)cc1C(=O)N1c2ccccc2Sc2ccccc21,i,0.62,i
CCCCOc1ccc(C(=O)Nc2ccc(S(=O)(=O)Nc3onc(C)c3C)cc2)cc1,i,-0.02,i

Remaining list, next part.
Structure,CHT block,Kir21 inh,KCNQ2 block
CCOC(=O)c1ccc(NC(=O)c2cccc(S(=O)(=O)N3CCOCC3)c2)cc1,i,-0.59,i
Cc1ccc(S(=O)(=O)NC2CC2)s1,i,1.3,i
O=C(OCC(=O)N1CCN(c2ccccc2)CC1)c1cccs1,i,-0.01,i
CCOC(=O)[C@@H]1[C@H]2COc3ccc(Br)cc3[C@@H]2N2C(=O)N(c3ccc(OC)cc3)C(=O)[C@]12C,i,-0.12,i
CSc1nc2c(c(=O)[nH]c(=O)n2C)n1Cc1ccc(Cl)cc1,i,1.2,i
CC1(C)CC(CC(=O)Nc2ccccn2)C(=O)O1 (stereo not given),i,2.2,i
O=C(CSc1nc(-c2ccco2)cc(C(F)(F)F)n1)Nc1ccccc1C(F)(F)F,i,-0.44,i
O=C(Nc1ncccn1)c1cccs1,i,-0.08,i
O=C(CN1C(=O)COc2ccccc21)Nc1ccccc1F,i,-0.02,i
Cc1cc(NC(=O)CSc2nc3ccccc3c(=O)n2Cc2ccccc2)no1,i,0.46,i
COc1ccc(NC(=O)Cc2nnc(SCC(=O)NC3CCCCC3)n2C)cc1,i,-0.01,i
CCNc1nc(OCCNS(=O)(=O)c2cc(C)ccc2C)nc(N(C)C)n1,i,-0.24,i
CC1(NC(=S)Nc2ccc3ccccc3c2)CCS(=O)(=O)C1 (stereo not given),i,-0.35,i
C=CCOc1ccc(/C=N\NC(N)=S)cc1,i,0.09,i
Cc1ccc(-c2noc(-c3ccccc3C(=O)N3CCN(C)CC3)n2)cc1,i,-1.3,i

Next section:
Structure,CHT block,Kir21 inh,KCNQ2 block
CCc1ccc2c(CN3CCOCC3)cc(=O)oc2c1,i,-1.1,i
O=c1c2ccccc2ncn1CCCOc1ccccc1[N+](=O)[O-],i,-1.9,i
O=C(NCCCN1CCOCC1)c1cc(-c2cccc(Br)c2)nc2ccccc12,i,-1.7,i
c1ccc(Cn2c(-c3ccccc3)nc3nc4ccccc4nc32)cc1,i,2,i
O=C(N/N=C/c1ccc(OC2CSC2)cc1)c1ccccc1,i,-0.16,i
Cc1csc(/C(=N/OC(=O)c2ccco2)C(N)=O)n1,i,-0.67,i
Cc1csc(NC(=O)C2CCC(C)(C(=O)O)C2(C)C)n1 (stereo not given),i,-1.2,i
COCC(C)n1c(SCC(=O)Nc2oc(C)c3c(C)n[nH]c(=O)c23)nc2ccccc2c1=O (stereo not given),i,-0.02,i
Cc1cccc(-c2nc(CNC(=O)c3ccco3)cs2)c1,i,0.03,i
COc1ccc(C(=O)N[C@H](C(=O)NCc2cccs2)C(C)C)cc1,i,2.8,i
O=C(CCC1CCCC1)N[C@@H](Cc1ccc(O)cc1)C(=O)O,i,0.09,i
CCOC(=O)CNC(=O)CSc1nnc(CCc2nc3ccccc3[nH]2)n1C,i,-0.42,i
CC(C)CC(c1nnnn1C1CCCC1)N1CCN(c2ccccc2F)CC1 (stereo not given),i,-0.91,i
CC(=NCc1ccc2c(c1)OCO2)C1=C(O)c2ccccc2C1=O,i,-0.5,i
O=C(Nc1ccc2nn(-c3ccccc3)nc2c1)c1cccnc1,i,0.75,i
CCOC(=O)c1sc(NS(=O)(=O)c2cc(C)ccc2C)nc1C,i,-0.04,i
CCCCc1cc(=O)oc2cc(OCC(=O)NC(Cc3c[nH]c4ccc(O)cc34)C(=O)O)ccc12 (stereo not given),i,0.87,i

Three compounds already listed, ordered by molecular weight, smallest number first:
Structure,CHT block,Kir21 inh,KCNQ2 block
O=C(CN1C(=O)COc2ccccc21)Nc1ccccc1F,i,-0.02,i
CC(C)(C)C1CCc2c(C(=O)NNC(=O)CCCC(=O)O)csc2C1 (stereo not given),i,1.1,i
O=C1c2ccccc2C(=O)N1CC(O)CNc1ccc(Br)cc1 (stereo not given),i,0.5,i
